Bioassay records as filed in PubChem.
CCR6 antagonist – CCR6 (human) receptor antagonism | CHO-K1 CCR6 PathHunter beta-arrestin, luminescence, CCL20-stimulated | P51684 | AID 493098 | 0.49% of 340,000 active | inhibition, % at 20 µM;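 active = compounds whose inhibition of the agonist-driven luminescence signal at 20 µM reaches about 50%, limit read from the data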;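 note: cells stimulated with CCL20 at 14 nM final; plate controls were DMSO with CCL20 for no effect and DMSO without agonist for full effect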
Target sequence (P51684 whole entry, looked up): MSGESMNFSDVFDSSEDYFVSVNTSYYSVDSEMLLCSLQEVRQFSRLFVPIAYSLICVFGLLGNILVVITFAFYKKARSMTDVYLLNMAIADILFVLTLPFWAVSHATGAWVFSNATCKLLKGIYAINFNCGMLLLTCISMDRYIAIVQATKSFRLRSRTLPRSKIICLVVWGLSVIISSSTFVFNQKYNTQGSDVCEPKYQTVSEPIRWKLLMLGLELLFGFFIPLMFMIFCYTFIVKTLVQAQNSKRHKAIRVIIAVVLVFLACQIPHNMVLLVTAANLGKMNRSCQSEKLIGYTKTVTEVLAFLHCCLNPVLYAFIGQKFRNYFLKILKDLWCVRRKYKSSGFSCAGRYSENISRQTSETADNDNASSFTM
CXCR6 block – blocks human CXCR6 beta-arrestin recruitment; CHO-K1 PathHunter CXCR6 beta-arrestin, luminescence; inhibition, % at 20 µM; 0.36% of 360,000 active; in the data active = inhibition above about 34%, passing the limit was not always enough;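 note: antagonist mode with CXCL16 agonist at 10 nM final; 0% = 10 nM CXCL16 with DMSO and 100% = unstimulated wells without agonist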
Gli-Sufu antag – antagonists of Gli-Sufu signaling; Sufu-KO-LIGHT fibroblasts, Gli luciferase reporter luminescence; 0.74% of 340,000 active; inhibition, % at 5 µM; AID 588413;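 active = inhibition above about 55%, limit read from the data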;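 note: 0% = DMSO-treated cells and 100% = wells with medium but no cells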
EBI2 block – blocks human EBI2 receptor beta-arrestin signaling; P32249; EBI2 beta-arrestin recruitment, luminescence, 7a,25-OHC stimulated; inhibition, % at 5 µM; 0.81% of 360,000 active; AID 651636; in the data active = inhibition above about 38%;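 note: enzyme fragment complementation signal reports receptor beta-arrestin coupling in cells; 0% = agonist plus DMSO wells and 100% = wells without agonist; some results beyond the cut were filed as inactive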
UBC13 inh – human UBC13 polyubiquitination inhibition; P61088; UBC13 polyubiquitin chain formation, TR-FRET; inhibition, % at 20 µM; 0.47% of 330,000 active; in the data active = inhibition above about 45%, passing the limit was not always enough
Target sequence (P61088 whole entry, looked up): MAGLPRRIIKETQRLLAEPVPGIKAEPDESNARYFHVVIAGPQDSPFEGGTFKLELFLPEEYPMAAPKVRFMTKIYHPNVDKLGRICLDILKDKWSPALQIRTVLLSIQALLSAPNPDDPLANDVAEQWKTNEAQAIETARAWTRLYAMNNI
ATG4B inh – blocks human ATG4B protease cleavage of LC3 substrate; Q9Y4P1; ATG4B cleavage of LC3-PLA2, NBD-HPC fluorescence, 1 h; inhibition, % at 8.33 µM; 0.51% of 340,000 active; AID 504462; in the data active = inhibition above about 40%
Target sequence (Q9Y4P1 whole entry, looked up): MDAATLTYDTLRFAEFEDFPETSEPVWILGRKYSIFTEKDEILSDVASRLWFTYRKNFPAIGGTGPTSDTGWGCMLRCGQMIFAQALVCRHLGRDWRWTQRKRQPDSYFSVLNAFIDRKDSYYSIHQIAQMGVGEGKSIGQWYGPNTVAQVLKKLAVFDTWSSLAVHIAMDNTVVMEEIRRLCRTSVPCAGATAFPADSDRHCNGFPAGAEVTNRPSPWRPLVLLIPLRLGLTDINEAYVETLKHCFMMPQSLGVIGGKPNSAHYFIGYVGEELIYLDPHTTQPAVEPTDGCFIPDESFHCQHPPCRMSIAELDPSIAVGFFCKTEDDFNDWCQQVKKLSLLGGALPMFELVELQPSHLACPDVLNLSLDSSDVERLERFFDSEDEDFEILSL
APJ antag – blocks the human apelin receptor APJ; P35414; CHO-K1 APJ beta-arrestin complementation, luminescence; inhibition, % at 20 µM; 0.32% of 330,000 active; AID 2521;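 active = inhibition above about 40% at 20 µM, limit read from the data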;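 note: cells challenged with 10 nM apelin-13 agonist together with compound; plate controls were apelin-13 plus DMSO wells for no effect and DMSO wells lacking apelin-13 for full effect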
APJ ag – activates the human apelin receptor APJ; P35414; CHO-K1 APJ PathHunter beta-arrestin, luminescence; 0% DMSO wells, 100% apelin; activation, % at 20 µM; 0.11% of 330,000 active; AID 2520;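 active = activation more than six SD over the plate average, tested at 20 µM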;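 note: 0% = DMSO alone and 100% = apelin-13 at 10 nM; some results filed as inactive read as strong as hits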
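Test system – PathHunter CHO-K1 APJ (AGTRL-1) beta-arrestin reporter cells · Input – 1000 cells/well · Compound – single test compound dose, 20 µM final, 1% DMSO · Times – compound stimulation 90 min at 25 °C, detection 60 min · Technique – beta-gal luminescence · Read-out basis – APJ–arrestin association signal · Control set – negative DMSO alone, positive Apelin-13 at 10 nM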
An asterisk follows results filed as active; x = no result given.

SMILES	CCR6 antagonist	CXCR6 block	Gli-Sufu antag	EBI2 block	UBC13 inh	ATG4B inh	APJ antag	APJ ag
CCc1noc(C)c1C(=O)N1CCC(CCC(=O)Nc2cccc(C)c2)CC1	11	2	-1	-10	-6	-5	-18	-5
CCCNS(=O)(=O)c1ccc(Oc2ncc(C(F)(F)F)cc2Cl)cc1	-10	-11	-14	4	3	-11	5	-2
Cc1ccc(NC2CCCN(C(=O)c3snnc3C)C2)cc1C (stereo unspecified)	7	-10	2	-7	-4	7	-24	-6
CCc1nnc(NC(=O)c2ccc(COc3ccc(C)cc3)o2)s1	8	4	-32	3	1	5	-11	-3
N#CC(c1ccccc1)N(CCCCl)C(=O)c1ccc(Br)cc1 (stereo unspecified)	6	-2	9	9	6	4	3	-3
CNC(=O)CN(c1ccc(OC)cc1)S(=O)(=O)c1ccc(F)cc1	-1	-4	5	-18	-2	6	4	-5
C=CCN1N=C(/C=C/c2ccc(C)cc2)CCC1=O	12	2	-32	-4	-6	4	-3	1
COc1ccc(C(=O)NCc2nnc(SCC(=O)NC3CCCCC3)o2)cc1	7	-6	-20	-3	-2	-1	22	-4
CC(C)(C)NC(=O)NC(=O)COC(=O)c1ccc(OC(F)F)cc1	6	-9	-2	-4	2	-7	-7	-1
O=c1[nH]c(CN2CCOCC2)nc2ccccc12	4	3	3	7	5	10	8	-2
O=C(Oc1ccccc1C(=S)N1CCCCC1)c1cc([N+](=O)[O-])cc([N+](=O)[O-])c1	1	-16	-9	-3	-3	1	-51	2
CC(C)CC1Nc2ncnc(N3CCCCC3)c2N(Cc2ccccc2)C1=O (stereo unspecified)	17	4	7	2	15	9	21	1
CCOC(=O)c1c(NC(=O)COC(=O)Cc2ccccc2[N+](=O)[O-])sc(C(=O)N(C)C)c1C	13	9	4	-1	0	-6	15	-5
CCN1C[C@@H]2[C@@H]3C(=O)N(C)C(=O)[C@@H]3[C@](CC)(C1=O)N2C(=O)c1ccc(C)cc1	-4	-6	-6	-11	x	-4	x	x
Cc1ccc(S(=O)(=O)NNC(=O)c2ccccc2-n2cccc2)cc1	-5	-11	-13	-1	1	-4	-5	8
COc1ccc(C(=O)CSc2nnc3n2CCCN3C(=O)Nc2ccccc2)cc1	8	0	-2	19	-1	-2	19	-1
CCOC(=O)/C=C1\CN(Cc2cc(OC)c(OC)c(OC)c2)S(=O)(=O)c2ccc(C(F)(F)F)cc21	4	4	25	2	5	8	-1	4
COc1ccc(N(CC(=O)Nc2ccc(C)c(C)c2)S(=O)(=O)c2c(C)noc2C)cc1	7	3	9	14	2	9	8	-5
CN(Cc1ccccc1F)C(=O)C(Cc1ccccc1)NC(=O)c1ccccc1 (stereo unspecified)	-4	6	0	-14	0	15	-1	5
Cc1ccccc1Nc1nc(N)nc(CSc2nnc(-c3ccccc3)n2C)n1	1	2	-4	1	3	1	-12	2
Cc1[nH]c2ccccc2c1/C=N/NC(=O)CNC(=O)c1ccco1	-14	10	-1	6	-10	-11	-17	-1
Cc1ccc(/C=N/OC(=O)c2c(C)noc2-c2snnc2C)cc1	9	2	33	3	6	1	22	-2
CCOC(=O)/C(=C/c1ccco1)NC(=O)c1ccc(Br)o1	2	-2	0	-5	-21	-9	5	-4
CCOC(=O)/C=C1\NC(=O)CS1	-20	18	-31	18	-2	-13	15	-1
CCOc1cc(S(=O)(=O)NC2CCCCCC2)ccc1F	8	-7	20	-6	3	-6	-18	0
COc1ccc(CNC(=O)CS(=O)Cc2nc(-c3ccc(C)cc3)oc2C)cc1 (stereo unspecified)	9	0	-10	1	8	-7	-7	-7
Cc1ccc2nc(-c3ccc(NC(=O)COC(=O)c4cncc(Br)c4)cc3)sc2c1	16	-3	-41	11	x	0	x	x
Cc1ccc(C)c2[nH]c(=O)c(C(c3nnnn3C(C)(C)C)N3CC=C(c4ccc(F)cc4)CC3)cc12 (stereo unspecified)	11	12	-4	5	x	5	x	x
Cc1ccc(C(=O)CN(CCC(=O)O)C(=O)c2ccncc2)cc1	-15	-3	-7	-12	1	-13	14	10
O=C(Nc1ccc2c(c1)oc1ccccc12)c1ccncc1	11	4	-24	2	-9	-3	-7	0

Nothing new here: entries from further up.
SMILES	CCR6 antagonist	CXCR6 block	Gli-Sufu antag	EBI2 block	UBC13 inh	ATG4B inh	APJ antag	APJ ag
CCOc1cc(S(=O)(=O)NC2CCCCCC2)ccc1F	8	-7	20	-6	3	-6	-18	0
COc1ccc(CNC(=O)CS(=O)Cc2nc(-c3ccc(C)cc3)oc2C)cc1 (stereo unspecified)	9	0	-10	1	8	-7	-7	-7
Cc1ccc2nc(-c3ccc(NC(=O)COC(=O)c4cncc(Br)c4)cc3)sc2c1	16	-3	-41	11	x	0	x	x
Cc1ccc(C)c2[nH]c(=O)c(C(c3nnnn3C(C)(C)C)N3CC=C(c4ccc(F)cc4)CC3)cc12 (stereo unspecified)	11	12	-4	5	x	5	x	x
Cc1ccc(C(=O)CN(CCC(=O)O)C(=O)c2ccncc2)cc1	-15	-3	-7	-12	1	-13	14	10
O=C(Nc1ccc2c(c1)oc1ccccc12)c1ccncc1	11	4	-24	2	-9	-3	-7	0

Carrying on.
SMILES	CCR6 antagonist	CXCR6 block	Gli-Sufu antag	EBI2 block	UBC13 inh	ATG4B inh	APJ antag	APJ ag
CNC(=O)c1c(O)c2cccc3c2n(c1=O)CCC3	12	6	-17	-3	27	2	-21	-3
CCn1cc(Cl)c(C(=O)Nc2c(C)nn(Cc3c(F)c(F)c(F)c(F)c3F)c2C)n1	10	2	8	-31	-7	16	11	14
Cc1cc(NC(=O)CC#N)n(-c2ccccc2)n1	-8	8	-12	1	3	-10	12	-1
CC(C)C(=O)Nc1c2c(nn1-c1ccc([N+](=O)[O-])cc1)CS(=O)(=O)C2	7	-5	-22	1	4	-4	19	-1
Cc1ccccc1C1NC(=O)Cc2ccccc21 (stereo unspecified)	6	4	15	1	1	10	-1	-3
Cc1ccc(C(=O)OCC(=O)N2C(C)CCCC2C)cc1S(=O)(=O)N1CCOCC1 (stereo unspecified)	4	10	-5	-4	-2	0	12	-5
CC(=O)c1ccc2c3c(cccc13)C(=O)N(c1c(C)nn(C)c1C)C2=O	-10	-6	6	-1	-12	-8	-8	2
CCOc1ccc(C(=O)C(C)OC(=O)c2cnc(C)cn2)cc1 (stereo unspecified)	1	-4	-15	6	-3	-13	-11	6
S=C(Nc1ccccc1)Nn1cnnc1	20	-5	-1	-7	-3	1	5	-3
CCOC(=O)c1c(-c2ccccc2)csc1NC(=O)CSc1nc(N)cc(N)n1	-5	-14	26	-9	18	-6	-9	-2
O=Cc1cnc2ccccc2c1-c1ccccc1	-5	-9	6	5	-4	19	3	-3
O=C(Cn1nc(-c2ccc(Cl)cc2)ccc1=O)NCCCN1CCN(Cc2ccccc2)CC1	7	0	14	6	15	-1	-3	-2
CC(C)CC1(C)NC(=O)N(CC(=O)Nc2ccc3c(c2)OCCO3)C1=O (stereo unspecified)	3	-7	-13	10	16	2	-2	-2
COc1cccc(C(=O)Nc2cccc(OC(C)=O)c2)c1	-6	7	-27	13	-2	0	3	-5
Cc1nn(-c2ccccc2)c(Cl)c1C(=O)OCC(=O)N(C)c1c(N)n(Cc2ccccc2)c(=O)[nH]c1=O	14	1	-4	-5	1	6	-1	-3
COC(=O)CCCC1=CC2=CC(=O)C(C)(OC(=O)c3cccs3)C(=O)C2=CN1c1ccc(OC)cc1 (stereo unspecified)	-14	-4	-11	-3	-65	-14	-21	18
O=C(N/N=C/c1ccncc1)c1cc2ccccc2cc1O	9	-5	-13	10	-14	-2	-14	2
O=C(CCCN1C(=O)C(c2ccccc2)Oc2cccnc21)NCc1ccccc1Cl (stereo unspecified)	17	2	-1	18	0	4	6	-3
Cn1c(=O)c2c(nc(Oc3cccc(Br)c3)n2C)n(C)c1=O	10	-2	8	-1	-8	-4	-10	2
CCn1c(SCC(=O)N/N=C/c2c[nH]c3ccccc23)nnc1-c1ccc(C)cc1	-5	-4	-4	22	1	-8	-26	-2
Cc1ccc(S(=O)(=O)Nn2cnnc2)cc1	10	0	-4	-4	2	-2	4	1
COc1ccc(NC(=O)Nc2ccc([N+](=O)[O-])cc2)cn1	19	8	-44	0	2	1	9	0
CC(=O)OC1CCC(OC(C)=O)c2c1n([O-])c(C)c(C)[n+]2=O (stereo unspecified)	11	-12	3	3	1	-2	8	1
O=C(NC1CCCCC1)C1CC(=O)N(c2ccccc2)C1 (stereo unspecified)	1	-1	-23	-2	2	-10	-10	-3
COc1ccccc1CN(C)C(C)C(=O)Nc1cccc(C(C)=O)c1 (stereo unspecified)	9	-3	6	3	1	-9	-19	-5
CCCCOc1nc2ccccc2nc1NS(=O)(=O)c1ccc(F)cc1	-16	1	9	4	2	9	-4	-3
CC(=O)Nc1ccc(C(=O)OCC(=O)N2CC3(C)CC2CC(C)(C)C3)cc1 (stereo unspecified)	2	-7	-29	-8	11	5	-9	-3
CC(/C=C\c1ccccc1)=C/C(=O)O	7	-1	2	-15	-1	-8	14	6
COc1ccccc1N=c1oc2c(OC)cccc2cc1C(=O)NCc1ccco1	1	8	9	3	-20	-4	9	-3
O=C(COc1cc(Cl)ccc1Cl)Nc1ccc2c(c1)CCC2	7	4	-5	11	5	-1	11	0
CCOC(=O)c1c(CN2CCCCC2)n(C)c2ccc(OC)c(S(=O)(=O)c3ccccc3)c12	7	1	5	-11	-5	-4	-1	0
O=c1[nH][nH]cc1C=NCc1cccnc1	-2	-3	7	-9	4	-6	6	-1
CCCCOC(=O)Nc1ccc(S(=O)(=O)Nn2cnnc2)cc1	1	-4	0	-12	-4	2	11	-1
O=C(Nc1ccn(CCCNCc2ccccn2)c(=O)n1)OCc1ccccc1	3	3	2	-11	x	-2	x	x
Cc1ccc(S(=O)(=O)NCCN2CCOCC2)cc1C	-3	-3	7	-2	3	7	-8	2
CN(C(=O)CSc1ncnc2sc3c(c12)CCCC3)C1CCS(=O)(=O)C1 (stereo unspecified)	17	5	5	-10	18	-9	15	-2
O=C(COc1ccc(Cl)cc1Cl)NC(=O)NC1CCCC1	11	5	-49	-1	0	1	-44	-5
CC(OC(=O)C1CCN(S(=O)(=O)c2ccccc2C(F)(F)F)CC1)C(=O)N(C)Cc1ccccc1 (stereo unspecified)	25	6	17	-6	-11	-9	-4	5
CN1CCN(CCCCOc2ccccc2-c2ccccc2)CC1	13	2	18	4	0	-4	10	3
COCCn1c(=O)[nH]c2cc(C(=O)NCCN3CCN(c4ccccc4)CC3)ccc2c1=O	10	4	-2	-9	9	-1	4	5
O=C(CCc1nc2ccccc2[nH]1)NCc1ccc2c(c1)OCO2	2	-3	0	-3	8	2	7	3
O=C(CSc1nc2ccc(Cl)cc2[nH]1)NCCc1ccccc1	3	4	5	5	-10	5	0	-3
Cc1ccccc1C(=O)N=c1sccn1C	8	-2	-15	-1	-3	8	20	-8
CN(C)/C(Cn1cncn1)=C1/N=C(c2ccccc2)OC1=O	12	-2	-15	5	-4	6	9	0
CCN(CCn1cccn1)Cc1cn[nH]c1-c1ccc(-c2ccccc2)cc1	-6	-1	20	18	1	-20	-13	-1
Cc1ccc(C)c(C(=O)CCC(=O)N2CCN(c3cccc(C(F)(F)F)c3)CC2)c1	15	2	-11	-4	10	4	1	-3
CCC(=O)Nc1nc2ccc(NC(C)=O)cc2s1	-6	2	-42	-3	6	-2	7	-4
O=C(CN1CCOCC1)N1CCCc2c1c(=O)oc1ccc(OCc3ccccc3)cc21	1	-11	-8	11	2	-9	6	-3
CC(C)C1COS(=O)(=O)NC1CC(=O)SC(C)(C)C (stereo unspecified)	20	3	-8	-11	-5	-2	-5	9
CC(C)CNC(=O)NC1(C(F)(F)F)Oc2ccccc2O1	0	-1	5	-8	9	3	8	-1
O=C(C1CCC(=O)N(C2CC2)C1)N1CCC(Oc2ccccc2F)CC1 (stereo unspecified)	10	-4	9	-14	-3	-5	15	0
